EPAC2 antagonist – antagonists of human EPAC2 | actives 0.18% (n = 360,000) | EPAC2 GEF exchange of Rap1B-BODIPY-GDP, fluorescence | Potency, µM (top dose mostly 114 µM), for the others: at the highest dose activity, negative = inhibition, actives largely listed as inhibitors | AID 720708 | Q8WZA2; further: potency means the concentration at half of the fitted maximal effect; on the % scale 0 is the no-effect control and ±100 the full control effect; nearly all actives have a fitted effect of over 45% in size; many of its hits are not listed in these tables
Target sequence (Q8WZA2 whole entry, looked up): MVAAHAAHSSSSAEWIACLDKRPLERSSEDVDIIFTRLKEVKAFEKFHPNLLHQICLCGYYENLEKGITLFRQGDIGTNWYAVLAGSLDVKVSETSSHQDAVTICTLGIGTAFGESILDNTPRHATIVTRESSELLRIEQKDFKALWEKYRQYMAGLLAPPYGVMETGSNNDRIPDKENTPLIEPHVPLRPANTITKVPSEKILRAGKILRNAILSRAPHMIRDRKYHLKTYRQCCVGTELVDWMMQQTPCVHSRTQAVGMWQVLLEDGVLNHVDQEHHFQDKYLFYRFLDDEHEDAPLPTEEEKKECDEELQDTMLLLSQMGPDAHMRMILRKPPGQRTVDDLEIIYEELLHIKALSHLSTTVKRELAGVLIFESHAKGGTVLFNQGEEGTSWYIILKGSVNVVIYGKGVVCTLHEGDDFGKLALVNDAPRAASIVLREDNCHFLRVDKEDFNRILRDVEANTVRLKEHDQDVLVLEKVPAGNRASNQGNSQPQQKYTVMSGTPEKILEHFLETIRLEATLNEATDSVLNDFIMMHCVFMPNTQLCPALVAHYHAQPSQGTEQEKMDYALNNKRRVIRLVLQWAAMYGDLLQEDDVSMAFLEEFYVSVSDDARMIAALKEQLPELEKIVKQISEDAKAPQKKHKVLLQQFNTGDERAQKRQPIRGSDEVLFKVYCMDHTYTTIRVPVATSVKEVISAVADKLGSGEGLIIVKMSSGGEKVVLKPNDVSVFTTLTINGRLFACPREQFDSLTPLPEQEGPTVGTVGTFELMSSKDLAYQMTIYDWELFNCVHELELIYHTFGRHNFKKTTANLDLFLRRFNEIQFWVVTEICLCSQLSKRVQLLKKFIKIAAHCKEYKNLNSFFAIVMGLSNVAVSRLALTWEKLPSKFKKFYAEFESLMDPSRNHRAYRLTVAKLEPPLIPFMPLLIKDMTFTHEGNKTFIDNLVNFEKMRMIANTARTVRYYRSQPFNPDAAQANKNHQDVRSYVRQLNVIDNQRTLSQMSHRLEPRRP
EPAC2 agonist – agonists of human EPAC2 (RAPGEF4) | actives 0.079% (n = 360,000) | Potency, µM (doses to about 154 µM), for inactives: top-dose activation, usual class: activators | EPAC2 activation, biochemical qHTS; response scale: 100% = 6.5 mM cAMP response | Q8WZA2; further: potency means the concentration at half of the fitted maximal effect; nearly all actives have a fitted effect of over 50% in size
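Each well held 100 nM EPAC2, 250 nM RAP1B-BODIPY-GDP and 50 uM GDP. Fluorescence, read at 5-min intervals to 30 min, was referenced to a 6.5 mM cAMP positive control.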
A549 viability – counter-screen for Nrf2 inhibitors: cytotoxicity in A549 cells | actives 0.16% (n = 390,000) | Potency, µM (doses to about 46 µM), for inactives: at the top dose activity change, negative = cytotoxicity, hits mostly inhibitors | A549 ARE-Fluc cells, CellTiter-Fluor viability, 18-24 h; further: potency means the concentration at half of the fitted maximal effect; on the % scale 0 is the no-effect control and ±100 the full control effect
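A549 ARE-Fluc cells in 5% FBS OPTI-MEM, 5000 cells/well, rested 2 h then exposed to compounds in concentration-response for 18-24 h at 37 °C. Viability by CellTiter-Fluor fluorescence (Ex 405/Em 525) after 30 min; luciferase luminescence (BugLite, 15 min, RT) read afterwards.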
TGFb SMAD3 inh – inhibitors of TGF-b signaling. Potency, µM (highest dose often 46.1 µM), for inactives: at the highest dose activity, negative = inhibition, hits mostly inhibitors. HepG2 CAGA-GFP TGF-b/SMAD3 reporter, GFP fluorescence, 18 h; TGF-beta stimulated, 500 pg/mL final. AID 588855. actives 1.2% (n = 410,000); further: potency means the concentration at half of the fitted maximal effect; on the % scale 0 is the no-effect control and ±100 the full control effect; nearly all actives have a fitted effect of over 65% in size
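Using HEPG2 CAGA-GFP reporter cells at 1000 cells/well, we pinned test compounds, stimulated with recombinant TGF-beta (500 pg/mL final) and measured total well GFP after 18 h.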
Akt phos inh – Akt phosphorylation inhibition; actives 0.32% (n = 360,000); activity change, % for hits at 50 µM; Neuro2A IGF-stimulated pAkt S473 HTRF, 20 min; active compounds read low; in the data active means activity change below about -80%; inconclusive means mostly about -51% to -80%; further: on the % scale 0 is the no-effect control and ±100 the full control effect
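Neuro2A cells in DMEM with 0.5% FBS, overnight at 37 deg C, given compound at single 50 µM final, then IGF (6 nM final) for 20 min at 37 deg C. Lysed; phospho-Akt Ser473 by HTRF after 24 h, 665/615 ratio.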
MmCpn inh – inhibitors of Methanococcus maripaludis chaperonin (MmCpn); purified Mm-Cpn ATPase, ADP Transcreener TR-FRET; Potency, µM (series often up to 76.9 µM), without a hit: top-dose activity, negative = inhibition, usual class: inhibitors; actives 0.031% (n = 330,000); AID 504842; further: potency means the concentration at half of the fitted maximal effect; on the % scale 0 is the no-effect control and ±100 the full control effect; nearly all actives have a fitted effect of over 80% in size
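ATPase turnover read by TR-FRET ADP competition (Eu cryptate antibody/ADP-d2, 665/590 nm): 10uM ATP final, 25nM Mm-CPN final, 30 min 37degC after 10-min compound preincubation, pH 7.4 Tris/KCl/MgCl2/DTT buffer.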
CCT chaperon mod – modulators of cytosolic chaperonin (CCT/TRiC) activity | purified chaperonin ATPase assay, HTRF ADP detection, 30 min | activity change, % (no concentration beside the values), hits read low | actives 0.3% (n = 360,000) | AID 651819; in the data active means activity change below about -30%; further: on the % scale 0 is the no-effect control and ±100 the full control effect
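TRiC at 40 or 20 nM final (batch-dependent) in 30 mM Tris pH 7.4, 100 mM KCl, 5 mM MgCl2, 1 mM DTT, with compound at single 76 uM and 10 uM ATP, 30 min at 37 deg C. ADP detected by HTRF Transcreener, 665/615 ratio.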
Nrf2 block – Nrf2 pathway inhibition. A549 ARE-Fluc reporter, luciferase luminescence, 18-24 h. Potency, µM (doses to about 46 µM), inactives show top-dose activity change, negative = inhibition, hits mostly inhibitors. actives 2.1% (n = 360,000). AID 504444; further: potency means the concentration at half of the fitted maximal effect; on the % scale 0 is the no-effect control and ±100 the full control effect; nearly all actives have a fitted effect of over 60% in size
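A549 ARE_Fluc cells, 5000/well, 5% FBS OPTI-MEM; compounds in dose-response, 18-24 h at 37 °C/5% CO2; CellTiter-Fluor viability read (Ex 405/Em 525), then BugLite luciferase luminescence = Nrf2 activity.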
Nrf2 ARE act – activators of Nrf2 (ARE) signaling. AREc32 ARE-luciferase reporter (MCF7-derived line), luminescence, 24 h. actives 0.31% (n = 410,000). Potency, µM (titrated, usually from 46.1 µM), without a hit: top-dose activation, most hits filed as activators. AID 624171; further: potency means the concentration at half of the fitted maximal effect; % of control where 0% means no effect; nearly all actives have a fitted effect of over 65% in size
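Steps: seed AREc32_Fluc cells (1000/well, 5% FBS OPTI-MEM); incubate overnight at 37 deg C; add 23 nL compound; incubate 24 hr; add Steady-Glo; hold 30 min RT; read luminescence.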
* = called active by the depositor; i = inactive; u = inconclusive; x = not tested or not shown; [ ] = another dose, or the depositor's remark. Unless noted, the call rests on the fitted dose curve; in most records, active means well fitted curve in the direction sought with a large enough effect; inconclusive means small, poorly fitted or top-dose-only effect, or another doubt; inactive means no such curve, though single readings can be large; an effect the other way counts as inactive or inconclusive. Not all compounds are listed; count on the stated rates, not on these rows.

SMILES	EPAC2 antagonist	EPAC2 agonist	A549 viability	TGFb SMAD3 inh	Akt phos inh	MmCpn inh	CCT chaperon mod	Nrf2 block	Nrf2 ARE act
CC(C)CC(NC(=O)C(CC(C)C)NC(=O)C(Cc1ccc(OCc2ccccc2)cc1)NC(=O)OC(C)(C)C)C(N)=O (centres undefined)	-10%	-7%	0%	1%	i	1%	0.8	-6%	-0.6%
Cc1ccc(N=Nc2c(N)[nH]n3c(=O)cc(-c4ccccc4)nc23)cc1	-12%	-18%	u	10%	i	2%	-0.7	u	0.0%
O=C(Nc1ccc(Oc2cccnc2)cc1)c1ccccc1F	-5%[57.1 µM]	1%	-20%	-2%	i	-1%	-1.0	-22%	0.6%
CC(C)(C)OC(=O)N[C@@H](C(=O)OC(C)(C)C)c1ccccc1	-8%	1%	4%	-16%	i	-5%	-8.1	-7%	0.2%
Cc1nc2nc[nH]n2c(=O)c1C/C=C/c1ccccc1	-16%	-2%	2%	-14%	i	1%	-1.9	-12%	-0.1%
COC(=O)C1=C(C)Nc2c(c(=O)n(C)c(=O)n2C)C1c1ccc(Cl)cc1 (centres undefined)	2%	3%	1%	-15%	i	3%	-3.5	-14%	2.9%
Cc1ccc(/C=N/n2c(-c3ccc(Cl)cc3)n[nH]c2=S)o1	2%	1%	16%	14%	i	0%	-0.7	9%	u
CCOC(=O)c1c(C)c(C(=O)NCCN2CCOCC2)c(C)n1C	-9%	7%	5%	0%	i	1%	-2.8	1%	1.3%
Cc1ccc(CN(Cc2ccco2)C(=O)c2oc3ccc(C)cc3c2C)cc1	x	x	4%	u	x	x	x	u	12%
CCC1Nc2ncnc(N3CCCCC3)c2N(Cc2ccc(Br)cc2)C1=O (centres undefined)	u	13%	-4%	-17%	i	-6%	-0.4	-9%	2.9%
CC1CCCN(S(=O)(=O)c2ccc(S(=O)(=O)NC(C)c3cccs3)cc2)C1 (centres undefined)	-27%	8%	u	u	i	-1%	-0.9	23µM*	2.4%
Cc1ccc2ncc(NC(=O)c3ccc(F)cc3)c(=O)n2c1	12%	0%	-1%	-2%	i	-1%	-1.3	11%	0.3%
CCc1ccc(N/C(SCc2ccccc2C)=C(/C#N)C(=O)NCc2ccco2)cc1	-14%	12%	6%	-2%	i	-2%	-0.5	u	1.8%
C[n+]1ccc(/C=C/c2cccs2)cc1	5%	-2%	8.2µM*	-29%	i	-6%	-0.6	2.3µM*	2.0%
Cc1[nH]nc2c1C(=O)CC(C)(C)C2	4%	18%	12%	26%	-110%*	0%	-2.0	u	-0.6%

3 structures from above, ordered by heavy-atom count, largest number first.
SMILES	EPAC2 antagonist	EPAC2 agonist	A549 viability	TGFb SMAD3 inh	Akt phos inh	MmCpn inh	CCT chaperon mod	Nrf2 block	Nrf2 ARE act
Cc1ccc(CN(Cc2ccco2)C(=O)c2oc3ccc(C)cc3c2C)cc1	x	x	4%	u	x	x	x	u	12%
Cc1ccc(N=Nc2c(N)[nH]n3c(=O)cc(-c4ccccc4)nc23)cc1	-12%	-18%	u	10%	i	2%	-0.7	u	0.0%
Cc1[nH]nc2c1C(=O)CC(C)(C)C2	4%	18%	12%	26%	-110%*	0%	-2.0	u	-0.6%

Filtered by structure, those above containing fluorine
SMILES	EPAC2 antagonist	EPAC2 agonist	A549 viability	TGFb SMAD3 inh	Akt phos inh	MmCpn inh	CCT chaperon mod	Nrf2 block	Nrf2 ARE act
O=C(Nc1ccc(Oc2cccnc2)cc1)c1ccccc1F	-5%[57.1 µM]	1%	-20%	-2%	i	-1%	-1.0	-22%	0.6%
Cc1ccc2ncc(NC(=O)c3ccc(F)cc3)c(=O)n2c1	12%	0%	-1%	-2%	i	-1%	-1.3	11%	0.3%

Going on with the list:
SMILES	EPAC2 antagonist	EPAC2 agonist	A549 viability	TGFb SMAD3 inh	Akt phos inh	MmCpn inh	CCT chaperon mod	Nrf2 block	Nrf2 ARE act
O=C(CN1C(=O)COc2ccccc2C1=O)c1ccc2c(c1)OCCO2	-1%	1%	0%	6%	x	1%	-1.2	13%	-0.2%
COc1cccc(C(=O)CC(C(=O)O)c2ccc(Cl)cc2)c1 (centres undefined)	-10%	12%	0%	-17%	i	-3%	-2.1	-24%	0.2%
O=c1[nH]c2c(c(=O)[nH]1)CCCCCC2	5%	0%	-2%	7%	i	x	0.9	5%	-0.2%
COc1ccc([C@H]2CN(c3ccc(OC)cc3)C(=O)[C@@H]2CC(=O)Nc2ccc(Br)cc2)cc1	-3%	17%	x	23%	i	x	-1.6	x	4.1%
Cc1c(C#N)c(O)n(CCO)c(=O)c1N=Nc1ccc(S(N)(=O)=O)cc1	-7%	-4%	15µM*	8%	i	-3%	-0.5	-18%	0.2%
CCC(C(=O)OCC(=O)Nc1cc(OC)ccc1OC)c1ccccc1 (centres undefined)	0%	1%	1%	-6%	i	1%	0.0	6%	4.9%
CC1Cc2ccccc2N1S(=O)(=O)c1cccc(C(=O)N2CCN(c3ncccn3)CC2)c1 (centres undefined)	-17%	0%	u	-8%	i	0%	-1.3	u	-1.0%
COc1ccc(C(=O)C2CC2c2ccc3c(c2)OCO3)cc1 (centres undefined)	-15%	11%	-2%	2%	i	1%	-0.9	7%	-0.2%[9.22 µM]
CN(C)CCN(C(=O)c1ccc(C(=O)c2ccccc2)cc1)c1nc2cc3c(cc2s1)OCCO3	-6%	16%	4%	-7%	i	2%	0.9	-1%	-0.2%
Cc1cccc(NC(=O)c2cn(-c3ccccc3)nc2-c2ccccc2)c1	-6%	7%	5%	u	i	-2%	-0.7	0%	0.4%
O=C(Cn1nc([N+](=O)[O-])nc1Br)NC1CCCCC1	1%	8%	-2%	-19%	i	2%	-63*	3%	4.4%
CCN(CC)CCOC(=O)c1ccc(NC(=O)CCNC(=O)Cn2ccc3ccccc3c2=O)cc1	14%	-3%	9%	4%	i	1%	1.5	4%	-0.3%
CN(Cc1ccccc1)C(=O)C1CCCN(Cc2ccc(Cl)cc2)C1 (centres undefined)	14%	5%	-1%	0%	i	-2%	-2.3	-19%	2.4%
CCOC(=O)CN1C(=O)N(CC)C(C)=C(C(=O)OC)[C@@H]1c1ccccc1	-8%	5%	-6%	-1%	i	2%	0.7	5%	-0.6%
CCCCS(=O)(=O)NC1=NCN(Cc2ccco2)CN1	22%	11%	2%	9%	i	-2%	1.6	22%	0.7%
COC(=O)C1(C(=O)OC)NOC2C(=O)N(c3ccc(Cl)cc3Cl)C(=O)C21 (centres undefined)	-3%	11%	8%	-13%	x	-4%	-2.6	x	-0.1%
CCCCN1C(=O)C(CC(=O)NC(c2ccccc2)c2ccccc2)CC(C(=O)N(C)C)=C1C (centres undefined)	-4%	6%	x	1%	i	x	-0.9	x	0.3%
CCC(C(=O)Nc1ccccc1OC)n1c(C(=O)OC)cc2sc(Cl)cc21 (centres undefined)	x	x	12%	-10%	x	x	x	5%	14%
COc1cc(-c2nc3n(n2)C(c2ccncc2)C(C(N)=O)=C(C)N3)cc(OC)c1OC (centres undefined)	-2%	4%	-6%	-9%	i	1%	-0.2	3%	-0.1%
CC1(C(=O)NCc2cccc(Cl)c2)Cc2c(-c3ccc(C(N)=O)cc3)ccnc2O1 (centres undefined)	2%	9%	x	-3%	i	x	-1.0	x	12%
Cc1nc2ccc(NC(=O)N3CCCCC3)cc2nc1C	2%	0%	-16%	10%	i	-3%	-0.6	2%	-0.3%
COC(=O)Nc1ccccc1C(=O)N1CCC(O)(c2ccc(Cl)cc2)CC1	-1%	7%	-6%	-21%	i	-2%	-0.3	-3%	-0.7%
CC1(c2ccccc2)NC(=O)N(CC(=O)Nc2ccc(N3CCOCC3)cc2N2CCOCC2)C1=O (centres undefined)	28%	12%	-3%	-4%	i	2%	0.5	-5%	-0.6%
Cc1ccc(S(=O)(=O)N(c2nc(NC(C)C)nc(NC(C)C)n2)n2cnnc2)cc1	-2%	0%	-6%	u	i	1%	3.9	5%	3.0%
COc1ccc(/C=C(/NC(=O)/C=C/c2ccccc2)C(=O)O)cc1	12%	1%	2%	1%	i	0%	1.5	1%	-0.2%
O=C(Nc1nc2n(n1)C(c1ccc(F)cc1)C=C(c1ccccc1)N2)c1ccco1 (centres undefined)	x	x	13%	-8%	x	x	x	u	9.2%
Cc1ccc(S(=O)(=O)N2CCN(C(=O)CNC(=O)c3sc4ccccc4c3Cl)CC2)cc1	-18%	8%	-6%	-6%	i	-7%	0.0	-26%	-0.3%
O=C(Nc1ccccc1C(F)(F)F)C1CC(=O)N(c2ccccc2F)C1 (centres undefined)	7%	0%	-8%	-2%	i	0%	-1.7	4%	0.3%
CC(C)NC(=O)c1cccc2c1-c1ccccc1C2=O	2%	2%	-2%	-12%	i	0%	-1.3	0%	0.3%
NNC(=O)c1csc(Cc2c(Cl)sc3ccc(Cl)cc23)n1	u	8%	-4%	15%	i	-4%	-3.4	5%	1.6%

Screening results from PubChem BioAssay.
